ELG1 genotoxic = inducers of genotoxicity in HEK293T ELG1-luciferase cells | HEK293T ELG1-luciferase reporter, luminescence, 16 h | Potency, µM (top dose mostly 46 µM), without a hit: top-dose activity change, positive = activation, usual class: activators | actives 1.3% (n = 330,000); further: % of control where 0% means no effect; nearly all actives have a fitted effect of over 60% in size
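Genotoxicity was scored as increased ELG1-luciferase reporter signal, measured by ONE-Glo luminescence (30 min, room temperature). Compound or vehicle exposure of the HEK293T reporter cells lasted 16 hr at 37°C.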
FLuc modulator = inhibits or activates purified firefly luciferase, miR-21 counter-screen; AID 588342; purified FLuc, Km substrates, luminescence inhibition; P08659; Potency, µM (doses to about 57.5 µM), without a hit: top-dose activity change, negative = inhibition, hits mostly inhibitors; actives 6.9% (n = 360,000);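 further: plate controls were vehicle for no effect and reference inhibitor for full effect; nearly all actives have a fitted effect of over 55% in size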
Target sequence (P08659 whole entry, looked up): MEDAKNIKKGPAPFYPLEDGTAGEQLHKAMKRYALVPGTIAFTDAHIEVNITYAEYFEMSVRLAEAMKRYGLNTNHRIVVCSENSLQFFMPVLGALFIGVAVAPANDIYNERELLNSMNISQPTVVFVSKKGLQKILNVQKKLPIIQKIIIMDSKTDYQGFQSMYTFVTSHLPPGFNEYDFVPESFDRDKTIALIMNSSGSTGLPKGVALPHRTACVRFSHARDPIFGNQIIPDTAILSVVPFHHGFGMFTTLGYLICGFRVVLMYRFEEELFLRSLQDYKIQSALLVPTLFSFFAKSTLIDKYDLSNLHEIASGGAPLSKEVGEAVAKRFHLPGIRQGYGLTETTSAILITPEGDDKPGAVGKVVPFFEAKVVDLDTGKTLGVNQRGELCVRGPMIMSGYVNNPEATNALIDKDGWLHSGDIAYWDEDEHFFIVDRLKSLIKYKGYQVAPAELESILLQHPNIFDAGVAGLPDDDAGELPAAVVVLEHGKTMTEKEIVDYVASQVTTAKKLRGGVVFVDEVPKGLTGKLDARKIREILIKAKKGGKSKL
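Biochemical qHTS of compounds, final roughly 60 µM downward over six points, against 10 nM purified firefly luciferase using Km concentrations of substrates (10 uM D-luciferin, 10 uM ATP) in Tris acetate pH 7.5 buffer; luminescence output.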
BRCA1 expr up = BRCA1 expression activation. actives 1.1% (n = 380,000). AID 624202. Potency, µM (doses to about 46.1 µM), for inactives: at the highest dose activation, most hits filed as activators. MCF7-BRCA1-FFLuc reporter, luminescence, 48 h; response scale: scaled: vehicle 0%, 10 µM genistein 100%; further: nearly all actives have a fitted effect of over 80% in size; some results filed as inactive show a strong effect at the top dose
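Quantitative HTS in MCF7 cells stably reporting BRCA1 expression via firefly luciferase. Compound treatment lasts 48 h at 37 °C in phenol-red free MEM. Activation is expressed relative to genistein at 10 microM and DMSO.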
uPA generation = cell surface uPA generation inhibition | cell surface uPA generation assay, qHTS | Potency, µM (series often up to 38.3 µM), without a hit: at the highest dose activity change, negative = inhibition, hits mostly inhibitors | actives 0.31% (n = 330,000) | AID 540303; active means well fitted inhibition curve with a large enough effect; inconclusive means small, poorly fitted or top-dose-only effect; inactive means no such curve, though single readings can be large or run the other way; tested in mouse RAW 264.7 cells; further: on the % scale 0 is the no-effect control and ±100 the full control effect; nearly all actives have a fitted effect of over 55% in size
NPC1 promoter act = NPC1 promoter activation; Huh7 NPC1 promoter luciferase reporter, 24 h; Potency, µM (series often up to 9.22 µM), for inactives: top-dose activation, usual class: activators; actives 2.4% (n = 320,000); AID 485313;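 further: % of control where 0% means no effect; nearly all actives have a fitted effect of over 60% in size; reporter is driven by a mutant NPC1 promoter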
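Huh7 cells stably carrying NPC1 promoter–luciferase, plated in Opti-MEM with 10% FBS for 2 h, were exposed to compound in DMSO for 24 h at 37 °C; luciferase reagent was added for 10 min and luminescence read.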
RORgamma inh = blocks mouse ROR gamma transcriptional activity; P51450; Drosophila S2 Gal4-RORgamma UAS-luciferase reporter, 20 h; Potency, µM (titrated, usually from 53.6 µM), inactives show at the top dose activity change, negative = inhibition, actives largely listed as inhibitors; actives 5.4% (n = 310,000); further: on the % scale 0 is the no-effect control and ±100 the full control effect; nearly all actives have a fitted effect of over 60% in size
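A Gal4/UAS one-hybrid system in insect cells: metallothionein-promoter Gal4–ROR gamma fusion plus Photinus luciferase reporter. Copper sulfate 700 uM final, 20 hr ambient incubation, luminescent detection after 10 min with reagent.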
VP16 counter = Gal4-VP16 reporter inhibition counter-screen; actives 3.5% (n = 310,000); AID 2546; Potency, µM (doses to about 53.6 µM), for inactives: at the top dose activity, negative = inhibition, most hits filed as inhibitors; Drosophila S2 Gal4-VP16 UAS-luciferase, luminescence, 20 h;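 further: Gal4-VP16 expression switched on by copper sulfate through the metallothionein promoter; on the % scale 0 is the no-effect control and ±100 the full control effect; nearly all actives have a fitted effect of over 50% in size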
Rab9 promoter act = activates the Rab9 promoter; AID 485297; Potency, µM (highest dose often 9.22 µM), inactives show at the top dose activation, negative = inhibition, most hits filed as activators; actives 2.8% (n = 320,000); Huh7 Rab9 promoter-luciferase reporter, luminescence, 24 h; further: % of control where 0% means no effect; nearly all actives have a fitted effect of over 60% in size
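Stable Rab9-luc Huh7, 1500 cells/well, 2 h settle; cmpd in DMSO, 24 h, 37 °C/5% CO2; luciferase reagent 10 min RT; luminescence.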
p53 reactivation = restores transcriptional activity of mutant p53. AID 504706. H1299 p53-A138V BP100-luciferase reporter, luminescence, 24 h. Potency, µM (titrated, usually from 92.2 µM), without a hit: top-dose activity change, positive = activation, usual class: activators. actives 0.063% (n = 320,000); further: % of control where 0% means no effect; nearly all actives have a fitted effect of over 45% in size
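p53-null H1299 cells stably carrying temperature-sensitive p53-A138V and a BP100-luciferase reporter were pinned with compounds (4-point, 1:5 series) and held 24 hrs at 37 deg C. Luminescence was read 10 min after detection reagent.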
MBNL1-CUG inh = blocks human MBNL1 binding to CUG repeat RNA; actives 0.036% (n = 280,000); TR-FRET MBNL1-His/biotin-(CUG)12 binding, 665/545 ratio; Potency, µM (highest dose often 57.5 µM), for inactives: at the top dose activity change, negative = inhibition, usual class: inhibitors; AID 2675; Q9NR56; active means well fitted inhibition curve with a large enough effect in the signal ratio, with a control signal flat, not every such curve was filed as active; inconclusive means small, poorly fitted or top-dose-only effect, or effect the other way, or a change in a side signal; inactive means no such curve, though single readings can be large or run the other way; the % refers to the signal ratio; further: on the % scale 0 is the no-effect control and ±100 the full control effect
Target sequence (Q9NR56 whole entry, looked up): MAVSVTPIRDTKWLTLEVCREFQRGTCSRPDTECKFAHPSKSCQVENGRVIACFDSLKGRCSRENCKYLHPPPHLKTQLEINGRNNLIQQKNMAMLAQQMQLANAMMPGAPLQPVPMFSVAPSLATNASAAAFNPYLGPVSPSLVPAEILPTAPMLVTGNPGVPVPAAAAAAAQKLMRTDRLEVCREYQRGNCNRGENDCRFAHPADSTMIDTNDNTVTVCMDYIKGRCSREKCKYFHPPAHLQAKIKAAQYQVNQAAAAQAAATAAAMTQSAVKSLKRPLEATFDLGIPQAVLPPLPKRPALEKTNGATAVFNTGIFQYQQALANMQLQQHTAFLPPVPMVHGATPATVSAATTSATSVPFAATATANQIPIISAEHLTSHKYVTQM
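TR-FRET between His-tagged MBNL1 and biotin-(CUG)12 RNA, detected with Tb anti-His antibody (0.055 ng/ul) and streptavidin-XL665 (5 nM), 60 min at room temperature. Compounds titrated 92 nM to 58 uM; 665/545 nm ratio normalized to buffer and complex controls.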
Starred values were filed as active, the others as inactive; ? = inconclusive; . = not tested or not shown; & = joins results of further samples; [ ] = dose if it differs, or a comment. Unless noted, the call rests on the fitted dose curve; in most records, active means well fitted curve in the direction sought with a large enough effect; inconclusive means small, poorly fitted or top-dose-only effect, or another doubt; inactive means no such curve, though single readings can be large; an effect the other way counts as inactive or inconclusive. Potency means the concentration at half of the fitted maximal effect.

SMILES | ELG1 genotoxic | FLuc modulator | BRCA1 expr up | uPA generation | NPC1 promoter act | RORgamma inh | VP16 counter | Rab9 promoter act | p53 reactivation | MBNL1-CUG inh
CCOc1ccccc1NS(=O)(=O)c1cn(C)nc1C | 2% | 1% | 18% | 0% | 0% | -7% | 4% | 0% | -1% | -8%
CC(C)c1ccc(Nc2nnc(SCC(=O)c3nnc(-c4ccccc4)o3)s2)cc1 | ? | 11µM* | -69%[inhibitor] | 7% | 4µM* | ? | 1% | 4.5µM* | 13% | 10%
CC(OC(=O)c1ccncc1)C(=O)Nc1cc(S(=O)(=O)N2CCCCC2)ccc1Cl (stereo unspecified) | 0% | -2% | -2% | 1% | -2% | 15% | -20% | -3% | -8% | -14%
CC(=O)C1=C(C)NC(=S)NC1c1cc([N+](=O)[O-])ccc1O (stereo unspecified) | -2% | -3% | 24% | 0% | -1% | 10% | -5% | -6% | 0% | 8%
CC1CC(C)CN(CC(=O)Nc2ccc(S(N)(=O)=O)cc2)C1 (stereo unspecified) | 1% | -1% | -1% | 1% | 2% | 22% | 0% | -7% | 19% | 0%
CC(=O)Nc1ccc(S(=O)(=O)N2CCN(Cc3nc4sc(C)c(C)c4c(=O)[nH]3)CC2)cc1 | 5% | 2% | -1% | -1% | 0% | 0% | -6% | -6% | 1% | 7%
CCCN(CC1CC1)C(=O)COC(=O)c1[nH]c(C)c(C(=O)OCC)c1C | -14% | 4% | -1% | . | 0% | 10% | 9% | 4% | -3% | -8%
CCn1c(O)c(N=NC(=O)Cn2ccc(C(F)(F)F)n2)c2ccccc21 | -5% | 1% | -13% | 0% | 1% | -5% | -4% | -2% | -9% | ?
CCN1C(=NCCN2CCOCC2)N[C@@H](c2ccccc2)C(C(=O)OC)=C1C | -1% | -2%&1% | 14% | 14% | -2%&-4% | -38%&-18% | 5%&-2% | -5%&1% | 13% | -5%&2%
COc1ccccc1/C=N/NC(=O)CC(=O)Nc1ccc(Cl)c(Cl)c1 | -2% | -11% | -34% | -1% | -2% | 13% | 1% | -5% | -3% | 3%
CCOc1ccc(C(CC(=O)O)NC(=O)COc2ccccc2)cc1 (stereo unspecified) | 2% | -2% | -5% | -1% | -6% | -24% | -3% | 1% | -1% | 8%
COc1cc(C2c3[nH]c4ccccc4c3CCN2Cc2cn(C)nc2C)ccc1F (stereo unspecified) | -3% | -5% | -40% | 2% | 0% | -5% | 0% | 2% | -3% | -7%
Cc1ccc(NC(=O)NC(=O)CN2CCCC2c2ccc3c(c2)OCCO3)cc1C (stereo unspecified) | -1% | -2% | 3% | 8% | -2% | . | . | -2% | ? | .
O=C(NCCc1ccc2c(c1)OCCO2)c1cccc(S(=O)(=O)N2CCCC2)c1 | 1% | -17% | 0% | -15% | 1% | . | . | -6% | 0% | .
COc1ccc(OCCCSc2ncccn2)cc1 | 10µM* | 13µM* | 13µM* | 7% | ? | 40% | 9% | ? | ? | 1%
Cc1ccccc1C(=O)c1cccn1CC(=O)NCc1ccco1 | 3% | 6% | 17% | 7% | -4% | 21% | 1% | 2% | -6% | -6%
Cn1ncc2c(N3CCOCC3)ncnc21 | -1% | -1% | 1% | -2% | -3% | 7% | -3% | -2% | -11% | -11%
COc1cc2c(cc1OC)CN(CC(=O)Nc1ccc3c(c1)OC(F)(F)O3)CC2 | 0% | 6% | -8% | 2% | -4% | 18% | 3% | 2% | -9% | -5%
COc1cc(S(=O)(=O)N2CCN(c3ccccc3F)CC2)ccc1Cl | 2% | -2% | -15% | 4% | 0% | 10%[0.365 µM] | . | -6% | 12% | 1%
COc1ccccc1CNC(=O)C/C(C)=N/NC(=O)Cc1ccc(Cl)cc1 | 2% | -1% | 4% | 4% | -3% | -34% | -7% | 2% | -3% | 0%
CCOC(=O)NC(=S)Nc1ccc(OC)cc1 | 15% | -15% | 39% | -6% | 12% | ? | -17% | 20% | 22% | -3%
O=C(OCC(=O)N1CCN(C(=O)c2ccco2)CC1)c1ccccc1 | 7% | -13% | 31% | 4% | 12% | 43% | -14% | 24% | 18% | .
COc1ccc(C)cc1NC(=O)c1cc(-c2ccccc2)nc2c1cnn2C(C)C | -8% | 1% | 10% | -2% | -1% | . | . | 0% | 3% | .
COc1ccc(C(=O)NCC(=O)OCc2cccc(Br)c2)cc1 | 1% | 0% | -2% | 1% | -4% | 4% | 1% | -1% | -4% | -6%
COc1cccc(OCc2cc(C(=O)N3CCCC3c3ccccn3)no2)c1 (stereo unspecified) | ? | 15µM* | ? | 0% | 2.2µM* | 21% | -10% | 2.8µM* | 28% | 1%

Continued:
SMILES | ELG1 genotoxic | FLuc modulator | BRCA1 expr up | uPA generation | NPC1 promoter act | RORgamma inh | VP16 counter | Rab9 promoter act | p53 reactivation | MBNL1-CUG inh
COC1(OC)C(=N/O)/C(=N\O)CCC1O (stereo unspecified) | 0% | 0% | -5% | 8% | -2% | -14% | 1% | 8% | 0% | 12%
O=C(NCCCN1CCOCC1)c1cc(-c2ccc3c(c2)OCO3)nc2ccccc12 | -5% | ? | 4% | -3% | 0% | 8% | -8% | 2% | 0% | ?
COc1ccccc1CNC(=O)Cn1cnnn1 | 2% | 1% | 13% | -4% | -2% | 10% | -6% | -6% | 1% | 0%
O=C(Nc1nccs1)C1CCCN1S(=O)(=O)c1cccc2cccnc12 (stereo unspecified) | -6% | 14% | -25% | 7% | -2% | -21% | 10% | -5% | -1% | 2%
COc1ccc(CCNC(=O)CN2C(=O)c3cccc4cccc(c34)C2=O)cc1OC | 14% | 3% | -9% | 15% | -2% | 7% | 0% | -5% | 2% | ?
Cc1nn(Cc2c(Cl)cccc2Cl)c(C)c1NC(=O)Cn1nc([N+](=O)[O-])c(Cl)c1C | ? | -1% | -5% | 5% | 0% | 0% | 0% | -10% | 2% | -5%
COc1ccc(NS(=O)(=O)c2cccc(C(=O)N/N=C/c3ccc4c(c3)OCCO4)c2)cc1 | 1% | -1% | 6% | 5% | 0% | -17% | 2% | -3% | 8% | -1%
C/C(=C\c1ccccc1)C(=O)NCCCn1ccnc1 | 0% | 7% | -3% | -2% | -7% | 12% | 2% | 1% | 2% | 2%
CCOc1ccc(CCNC(=O)CCn2cccc2)cc1OCC | 1% | 1% | -3% | 0% | 2% | 1% | 2% | -12% | 1% | -15%
CCCCn1c(N)c(N(CC(C)C)C(=O)c2ccc(F)c(S(=O)(=O)N3CCOCC3)c2)c(=O)[nH]c1=O | 5% | 2% | 1% | 1% | -1% | . | . | -5% | 0% | .
C=CCn1c(SCC(=O)NC2CCCCC2)nnc1-c1ccccn1 | 2% | -2% | 0% | -3% | -5% | 8% | 3% | -5% | 6% | -3%
CN(C)CCCN(C(=O)c1ccc2c(c1)OCCO2)c1nc2ccc(Cl)cc2s1 | 17% | 0% | . | . | 2% | -6% | ? | 2% | ? | 0%
Cn1cnnc1SCc1ccccc1[N+](=O)[O-] | -1% | 0% | 0% | -6% | -3% | -2% | 1% | -5% | -2% | 8%
Cc1ccc(C)c(NCc2n[nH]c(=S)n2-c2ccccc2)c1 | 1% | -3% | -10% | -3% | -1% | -20% | -5% | -2% | -1% | -8%
O=C1NC2(CCCCC2)C(=O)N1Cc1ccc([N+](=O)[O-])cc1 | -5% | 3% | -15% | 1% | -2% | 15% | -15% | -7% | -1% | .
CC(C)c1[nH]c(=O)c(C#N)c2c1COC(C)(C)C2 | 7% | 0% | 5% | . | 0% | 13% | -13% | -4% | -6% | 9%
O=C(COC(=O)/C=C/c1cn(-c2ccccc2)nc1-c1cccnc1)Nc1ccc(Cl)cc1Cl | 15% | 5% | 0% | -2% | -6% | ? | -14% | -3% | 7% | -13%
O=C(CSCc1c(F)cccc1Cl)NCc1ccncc1 | -3% | 3% | 8% | -1% | -9% | -12% | 2%[10 µM] | -5% | -1% | 0%
O=C(Cn1c(C(F)(F)F)nc2ccccc21)N=Nc1c(O)[nH]c2ccc(Br)cc12 | ? | 1% | -54% | 15% | 0% | 3% | 0% | -5% | -3% | 5%
CCCn1nc2cc(C(=O)NCc3ccccc3)ccc2c1OCC | -5% | -9% | 8% | -5% | 1% | 1% | -5% | 1% | -1% | ?
O=C(NCCOc1ccccc1)C1CCC(=O)N(C2CCCCCC2)C1 (stereo unspecified) | -1% | 3% | -1% | 4% | -2% | -13% | 11% | 7% | 6% | -10%
N#Cc1ccccc1OCCCN1CCC(Cc2ccccc2)CC1 | -9% | 0% | -34% | -11% | 0% | . | . | -2% | . | -3%
Cc1cc(O)c2c(c1)C(O)(C1OC(CO)C(O)C(O)C1O)c1cccc(O)c1C2=O (stereo unspecified) | 3% | -4% | 13% | 11% | -3% | -10% | -3% | -1% | -6% | 34%

Among those listed so far, 2 contain a CF3 group:
SMILES | ELG1 genotoxic | FLuc modulator | BRCA1 expr up | uPA generation | NPC1 promoter act | RORgamma inh | VP16 counter | Rab9 promoter act | p53 reactivation | MBNL1-CUG inh
CCn1c(O)c(N=NC(=O)Cn2ccc(C(F)(F)F)n2)c2ccccc21 | -5% | 1% | -13% | 0% | 1% | -5% | -4% | -2% | -9% | ?
O=C(Cn1c(C(F)(F)F)nc2ccccc21)N=Nc1c(O)[nH]c2ccc(Br)cc12 | ? | 1% | -54% | 15% | 0% | 3% | 0% | -5% | -3% | 5%

Screening data from PubChem.
